# phage Ecoli inh – growth loss of phage-infected E. coli, primary screen, RecBCD inhibitor project, absorbance, with phage, HTS. 0.26% of 360,000 active. AID 651602, 2012. inhibition, % at 11.9 µM; in the data active = inhibition above about 11%
# Numbers without * were called inactive. The list is partial. The share of hits here may be higher or lower than overall.
SMILES,phage Ecoli inh
COCc1cccc(-c2csc(C(O)c3cccc(OC)c3)n2)c1 (stereo unspecified),6.0
CCCCn1nnnc1C(c1cc2ccccc2o1)N1CCN(CC(=O)NC(C)C)CC1 (stereo unspecified),0.7
COc1ccc(C(=O)N(C)[C@H]2C[C@H]3c4[nH]c5ccccc5c4CCN3C[C@H]2[C@H](C)O)cc1,0.5
CCCCOCC1CN(CCCC)S(=O)(=O)c2c(Oc3ccc(SC)c(C)c3)cccc2O1 (stereo unspecified),1.2
COc1ccccc1Cc1c(-c2ccc(C#N)cc2)nc2ccc(Br)cn12,1.9
O=C(NCC1CC1)c1ccc2nc([C@@H]3O[C@H](CO)[C@H](O)[C@H](O)[C@H]3O)[nH]c2c1,5.2
COc1ccc(-c2cc(CNc3nc(NCc4ccccc4OC)nc4ccsc34)on2)cc1,2.6
CCCS(=O)(=O)NC(=O)C1(C)CCCN(C(=O)c2cccs2)C1 (stereo unspecified),1.2
Cc1cccc(Cl)c1NC(=O)NCCCN1CCCCC1C (stereo unspecified),3.6
O=C(NCc1cccs1)c1ccc2sc([C@@H]3O[C@H](CO)[C@H](O)[C@H](O)[C@H]3O)nc2c1,3.6
COC(=O)[C@]12CCCCC=C1N(CCC1=CCCCC1)C(=O)[C@H](CC(=O)N1CCCCC1)C2,0.2
CCCCCCCCN1C(=O)[C@H](CC(=O)NCc2ccc(C)o2)C[C@@]2(C(=O)OC)CCCCC=C12,-2.0

# Next section; the last 2 above are carried over.
SMILES,phage Ecoli inh
COC(=O)[C@]12CCCCC=C1N(CCC1=CCCCC1)C(=O)[C@H](CC(=O)N1CCCCC1)C2,0.2
CCCCCCCCN1C(=O)[C@H](CC(=O)NCc2ccc(C)o2)C[C@@]2(C(=O)OC)CCCCC=C12,-2.0
CCc1nc2ccc(C(=O)N3CCN(C(=O)c4ccco4)CC3)cn2c1N(C)Cc1nccs1,2.2
COc1cccc(C(C(=O)NC2CCCC2)N2CCN(c3cc(C)ccc3C)CC2)c1OC (stereo unspecified),-0.5
NC(CCc1ccccc1)c1csc(NC(=O)NCCc2ccccc2)n1 (stereo unspecified),4.0
O=C(/C=C/[C@H]1O[C@@H](n2ccc(=O)[nH]c2=O)[C@H](O)[C@@H]1O)NCCN1CCOCC1,3.0
CCc1nc2c(OCCc3cccc(OC)c3)cccn2c1N(C=O)Cc1ccccc1,2.6
CC1(C(=O)NS(=O)(=O)c2cccc(C#N)c2)CCN1C(=O)c1cccc2ccccc12 (stereo unspecified),3.2
CCCCn1nnnc1C(c1ccccc1)N1CCN(C(=O)C2CCCO2)CC1 (stereo unspecified),2.5
OC[C@@H]1CN(Cc2cccnc2)C[C@H](n2cnc3c(N4CCN(c5ccccc5)CC4)ncnc32)O1,0.2
OC(c1ccc(CN2CCCCC2)cc1)c1ncc(-c2ccccc2)[nH]1 (stereo unspecified),2.0
CC1=C(C(=O)N2CCCCCC2)CC(CC(=O)NCC2CCCCC2)C(=O)N1Cc1ccccc1 (stereo unspecified),2.4
Nc1[nH]c(C(=O)c2ccccc2)c(-c2ccc(Cl)cc2)c1C(=O)c1c[nH]c2ccc(F)cc12,1.6
CC(C)NC(=O)C1C(c2ccc(C(F)(F)F)cc2)=Nc2ccccc2N1C(=O)c1cccc2ccccc12 (stereo unspecified),2.6
CCNC(=O)C1(C)CCCN(C(=O)c2cc(C)n(C(C)(C)C)n2)C1 (stereo unspecified),0.7
CCCNC(=O)C1(C)CCCN(Cc2ccc(Cl)cc2)C1 (stereo unspecified),2.2
Cc1ccc(-c2cc(NC(=O)Cc3c(C)[nH]c4ccccc34)ccc2Nc2cccnc2)cc1,2.3
O=C(NC1CC1)c1ccc2sc([C@H]3C[C@H](O)[C@@H](CO)O3)nc2c1,0.9
COc1ccc(CCNC(=O)Nc2nc(C(N)COCc3ccccc3)cs2)cc1OC (stereo unspecified),2.6
CC1(C(=O)Nc2ccc(Cl)c(Cl)c2)CCN1C(=O)CC(c1ccccc1)c1ccccc1 (stereo unspecified),1.4
CCC(C(=O)NC(C)(C)C)n1c(-c2ccccc2)nc2ccccc21 (stereo unspecified),-0.6
O=c1[nH]c(=S)[nH]c2c1[C@H](CCc1cccc(Cl)c1)O[C@H](C1CCCC1)C2,3.7
COCCN1Cc2cc(C(=O)OC)c3c(c2C1=O)c1cc(F)ccc1n3S(=O)(=O)c1ccc(C)cc1,2.1
COC(=O)[C@]12C[C@H](CC(=O)NCCC(C)C)C(=O)N(Cc3ccccc3)C1=C[C@H](C1CCCC1)O[C@@H]2C,0.1
O=C(N[C@@H]1CC[C@H](CCn2cc(-c3ccccn3)nn2)O[C@@H]1CO)c1ccncc1,1.6
O=C(NCc1ccccc1)[C@H]1CCCN1C(=O)[C@H]1CCCN1C(=O)c1ccccc1,1.5
COC(=O)C[C@H]1CC[C@@H](NC(=O)Nc2c(C)noc2C)[C@@H](CO)O1,3.5
Cc1noc(C)c1-c1ccc(C(=O)NCc2ccccc2)c2occc12,3.8
CCCCn1nnnc1C(c1cc2ccccc2o1)N1CCCC1 (stereo unspecified),-1.2
O=C(NCc1ccccc1)C(c1ccco1)N1CCN(c2ccccc2F)CC1 (stereo unspecified),0.2
CC(C)n1c(=O)c2ccccc2n1CC(=O)N1CCOCC1,3.3
CC(=C1N=C(c2ccccc2)OC1=O)c1cccs1,2.6
CC(=O)c1cccc(-c2ccnc3c2CC(C(=O)NCc2ccncc2)O3)c1 (stereo unspecified),1.9
Cc1onc(-c2ccccc2)c1C(=O)N1CCCC(C)(C(=O)NS(=O)(=O)C2CC2)C1 (stereo unspecified),2.9
NC(c1ccccc1)c1csc(NC(=O)Nc2ccc(OC(F)(F)F)cc2)n1 (stereo unspecified),6.6
CCCNC(=O)C1(C)CCN(C(=O)c2ccccc2OC(F)(F)F)C1 (stereo unspecified),2.7
COC(=O)C[C@@H]1C=C[C@H](NS(=O)(=O)c2cccc(F)c2)[C@@H](CO)O1,2.7
COc1ccc(Cn2c(C)c(CC(=O)Nc3ccc(Oc4cccnc4)c(C)c3)c3ccccc32)cc1,0.8

# Among those listed so far, three contain two or more sulfur atoms:
SMILES,phage Ecoli inh
CCCCOCC1CN(CCCC)S(=O)(=O)c2c(Oc3ccc(SC)c(C)c3)cccc2O1 (stereo unspecified),1.2
CCCS(=O)(=O)NC(=O)C1(C)CCCN(C(=O)c2cccs2)C1 (stereo unspecified),1.2
O=C(NCc1cccs1)c1ccc2sc([C@@H]3O[C@H](CO)[C@H](O)[C@H](O)[C@H]3O)nc2c1,3.6

# Next part.
SMILES,phage Ecoli inh
COc1ccc(N2C(=O)c3n[nH]c(C)c3C2c2ccccc2)cc1 (stereo unspecified),0.3
OCC1COC(c2ccccc2)=N1 (stereo unspecified),-0.1
CCc1c(-c2cccc(Cl)c2)ncn1Cc1cccc(-c2ccccc2)c1,1.1
Clc1ccc2nc(C3CCCCC3)c(Cc3ccsc3)n2c1,-0.9
CN1C(=O)C(c2cn(C)c3ccccc23)(c2cn(C)c3ccccc23)c2cc(F)ccc21,3.4
CCCc1cc2c(OC)ccc(O)c2c(=O)n1C,0.8
CCCS(=O)(=O)NC(=O)C1(C)CCN(C(=O)c2cc(C)on2)C1 (stereo unspecified),1.9
CC(=O)NCCNc1nc2cc(-c3cnn(CCC(C)C)c3)sc2c(=O)n1C,2.3
COC(=O)N(C)C[C@H]1OCc2cn(nn2)CCCC(=O)N([C@H](C)CO)C[C@@H]1C,2.0
COc1cccc(-c2cnc3cccnn23)c1,3.1
CCCC(=O)N1CCC1(C)C(=O)NS(=O)(=O)c1ccc(Cl)cc1 (stereo unspecified),0.5
C[C@H](O)[C@@H]1C(=O)N2CCc3c([nH]c4c(-c5ccccc5)cccc34)[C@@H]2C[C@@H]1N(C)C(=O)Nc1cccc2ccccc12,0.0
CCCc1nc2c3ccccc3ccn2c1Cc1ccc(OC)cc1C,0.6
CC(=O)NCCNC(=O)C1Cc2c(-c3ccc(Cl)cc3)ccnc2O1 (stereo unspecified),2.8
CC1(C(=O)NCc2ccccc2)CN(S(C)(=O)=O)CC(=O)N1Cc1cccc(F)c1 (stereo unspecified),2.5
CCNC(=O)C1CCCN(C(=O)c2ccc(OC)cc2OC)CC1 (stereo unspecified),1.8
CCCCNC(=O)c1nc(-c2ccc(C(F)(F)F)cc2)oc1-c1ccccc1,-1.3
COc1ccc(C(=O)N2CCCCC2c2cc(C(=O)Nc3ccccc3)no2)cc1 (stereo unspecified),3.0
O=C1NC[C@@H](CCCCN2C[C@H](Cc3ccc(O)cc3)N(Cc3ccccc3)C(=O)C2=O)N(CC2CCCCC2)C1=O,3.0
COC(=O)C1=C(C)N(Cc2cccc(C(F)(F)F)c2)C(=NCc2cccc(C(F)(F)F)c2)NC1c1ccccc1C(F)(F)F (stereo unspecified),9.4
COC(=O)C1=C(C(=O)OC)C(C(=O)OC)N2C=CC=CC2=C1C(=O)OC (stereo unspecified),2.5
CNc1ncnc2c1ncn2[C@H]1CN(Cc2ccco2)C[C@@H](CO)O1,3.5
CCOC(=O)[C@]12CCC=C1N(Cc1cccc3ccccc13)C(=O)[C@H](CC(=O)NCCC(C)C)C2,-1.9
CC(=O)O[C@@H](Cc1ccc(O)cc1)C(=O)CC(C)C,-1.5
Oc1ccccc1C=NC(N=Cc1ccccc1O)c1ccccc1O (stereo unspecified),8.3
CC(C)NC(=O)C1(C)CN(S(C)(=O)=O)CC(=O)N1Cc1cccs1 (stereo unspecified),2.4
Cc1cc(C(=O)N2CCC2(C)C(=O)O)nn1C(C)(C)C (stereo unspecified),0.5
COc1ccc(C(NC(=O)C2CCN(CCOc3ccc(Cl)cc3Cl)CC2)c2cccs2)cc1 (stereo unspecified),2.0
C[C@@H]1Cc2[nH][nH]c(=O)c2[C@H](C)O1,1.7
O=C(NCc1cccc(Cl)c1)c1ccc(-c2ccc(F)c(F)c2)c2ccoc12,2.5
COc1ccc(C(C)(O)c2nc(-c3cncnc3)cs2)cc1 (stereo unspecified),2.7
COC(=O)N1Cc2ccnnc2CC1c1ccccc1-c1ccc(F)cc1 (stereo unspecified),1.1
COC(=O)C1=C(C)N(Cc2ccccc2)C(=S)NC1c1ccc(Cl)cc1 (stereo unspecified),2.8
CC1=CC(=O)C=CC1=Nc1ccc(N(C)C)cc1,0.5
CCCCCCN(C(=O)CCCCCN1C(=O)NC(c2ccc(Cl)cc2)C(C(=O)OCc2ccccc2)=C1C)C(C(=O)NCCCC)c1ccc(OCC(=O)OC)c(C(=O)OC)c1 (stereo unspecified),-1.0
CC(=O)NC(c1ccccc1)c1nc(-c2cncnc2)cs1 (stereo unspecified),4.5

# In the list so far, these have a furan ring, fused or not:
SMILES,phage Ecoli inh
CCCCn1nnnc1C(c1cc2ccccc2o1)N1CCN(CC(=O)NC(C)C)CC1 (stereo unspecified),0.7
CCCCCCCCN1C(=O)[C@H](CC(=O)NCc2ccc(C)o2)C[C@@]2(C(=O)OC)CCCCC=C12,-2.0
CCc1nc2ccc(C(=O)N3CCN(C(=O)c4ccco4)CC3)cn2c1N(C)Cc1nccs1,2.2
Cc1noc(C)c1-c1ccc(C(=O)NCc2ccccc2)c2occc12,3.8
CCCCn1nnnc1C(c1cc2ccccc2o1)N1CCCC1 (stereo unspecified),-1.2
O=C(NCc1ccccc1)C(c1ccco1)N1CCN(c2ccccc2F)CC1 (stereo unspecified),0.2
CNc1ncnc2c1ncn2[C@H]1CN(Cc2ccco2)C[C@@H](CO)O1,3.5
O=C(NCc1cccc(Cl)c1)c1ccc(-c2ccc(F)c(F)c2)c2ccoc12,2.5

# The list continues:
SMILES,phage Ecoli inh
Cc1noc(C)c1-c1ccc(C(=O)NCCN2CCOCC2)c2occc12,1.6
O=C(NCc1ccccc1)[C@H]1CCCN1C(=O)[C@H]1CCCN1C(=O)c1ccc(F)c(F)c1,0.2
COC(=O)CC1N(S(=O)(=O)c2ccc(C)cc2)c2ccccc2C1(C(=O)OC)C(=O)OC (stereo unspecified),2.1
CCCCCCCCN1C(=O)[C@H](CC(=O)N2CCCC2)C[C@@]2(C(=O)OC)CCCCC=C12,-1.8
CCCC(=O)OC[C@H]1CN([C@H](C)c2ccccc2)S(=O)(=O)c2c(F)cccc2O1,1.1
Cc1cc(Br)c2c(c1)[C@](O)(c1cn(C)c3ccccc13)C(=O)N2C,1.9
CCNC(=O)C1(C)CCCN(Cc2ccccc2-c2ccccc2)C1 (stereo unspecified),3.2
CCOc1ccc(Cl)cc1-c1cc(C(=O)NC2CCCCC2)[nH]n1,3.1
CC1(C(=O)NCc2ccc(Cl)cc2)CCN1C(=O)c1cccc(F)c1 (stereo unspecified),0.6
Cc1nc2ccc(C(=O)Nc3cccc(NS(C)(=O)=O)c3)cn2c1N(C)C(=O)CCc1ccccc1,1.6
COc1cc(CNC(=O)OC2CC3CC2[C@H]2CCCCN2C3=O)cc(OC)c1 (stereo partly specified),4.8
Nc1ncnc2c1ncn2[C@@H]1O[C@H](C(=O)Nc2ccc(Oc3ccccc3)nc2)[C@@H](O)[C@H]1O,1.7
COC(=O)C[C@@H]1CC[C@H](NC(=O)c2ccccc2)[C@@H](CO)O1,2.6
COc1ccc(OC(F)(F)F)cc1CC1(C)C(=O)Nc2ccc(S(=O)(=O)NC3CCCCC3)cc21 (stereo unspecified),1.5
C[C@@]12C(C[C@H](O)[C@@]34C[C@@H](CCC13)[C@@H](CO)C4=O)[C@](C)(C(=O)O)CC[C@@H]2O (stereo partly specified),-0.3
COC(=O)c1ccc2nc(-c3ccccc3)c(Cc3ccc(C)cc3)n2c1,1.7
C[C@H]1[C@@H](Cc2cc(Cl)cc(Cl)c2)N(c2ccccc2)c2ccccc2CN1Cc1ccccc1,0.2
NC(Cc1ccc(C(F)(F)F)cc1)c1csc(Nc2nccc(C(F)(F)F)n2)n1 (stereo unspecified),0.8
CN1CCN(C(=O)c2cccc(-c3cccc4nccn34)c2)CC1,0.3
N#Cc1cccc(NC(=O)c2cc(C3CCCCN3C(=O)c3cccs3)on2)c1 (stereo unspecified),4.2
COc1ccc(-c2cc(NC=O)c3ncc(-c4cccc(OC)c4)n3c2)cc1,-0.2
CCCCn1nnnc1C(c1cc2ccccc2o1)N1CCN(c2ccncc2)CC1 (stereo unspecified),-0.2

# High-throughput results: PubChem BioAssay, The Scripps Research Institute Molecular Screening Center
